# HTR5A inv ag = HTR5A inverse agonists in luminescence cell assay, primary screen, counter-screen for OPRM1-OPRD1 heterodimer inverse agonist project, full-deck HTS. inhibition, % at 9.3 µM. 5-hydroxytryptamine receptor 5A (Homo sapiens), P47898. hit rate 0.083% among 340,000. HTR5A cell line, inverse agonism; in the data active = inhibition mostly above about 23%, no sharp cut-off; inactive = mostly below about 18%;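 also: 0% = cells with DMSO and 100% = no-cell wells with DMSO; some compounds called inactive have numbers as strong as hits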
# Target sequence (P47898 whole entry, looked up): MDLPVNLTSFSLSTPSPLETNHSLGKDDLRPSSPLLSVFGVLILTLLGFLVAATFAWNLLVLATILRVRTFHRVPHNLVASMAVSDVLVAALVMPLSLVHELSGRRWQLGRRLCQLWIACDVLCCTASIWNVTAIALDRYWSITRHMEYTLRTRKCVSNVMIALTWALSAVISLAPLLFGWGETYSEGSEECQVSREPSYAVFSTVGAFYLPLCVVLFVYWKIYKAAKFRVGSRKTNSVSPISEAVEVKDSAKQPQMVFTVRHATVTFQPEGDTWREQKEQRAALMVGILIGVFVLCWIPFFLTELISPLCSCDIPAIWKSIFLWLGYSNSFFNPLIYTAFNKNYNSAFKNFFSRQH
# AddAB inh = growth inhibition of E. coli expressing H. pylori AddAB, primary screen, AddAB inhibitor project, absorbance. inhibition, % at 11.9 µM. AID 435030, 2010. hit rate 0.29% among 330,000; in the data active = inhibition above about 12%;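 also: 0% = vehicle wells of infected cells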
# PKA-R2B activ = activators of PKA-R2B holoenzyme, primary screen, biochemical, fluorescence polarization, Cy5-IP20, human; activation, % at 11.4 µM; hit rate 0.079% among 340,000; cAMP-dependent protein kinase catalytic subunit beta (Homo sapiens) + cAMP-dependent …; PKA-R2B holoenzyme dissociation; R2B truncated from residue 108, S112A mutant; 0% DMSO only, 100% 113 µM cGMP;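 active = activation above a cutoff set at the mean over all compounds plus 3 SD, cut at about 18% in these data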;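 also: higher means more holoenzyme dissociation and a rise in polarization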
# phage Ecoli inh = growth loss of phage-infected E. coli, primary screen, RecBCD inhibitor project, absorbance, with phage, HTS. inhibition, % at 11.9 µM. hit rate 0.26% among 360,000. AID 651602, 2012; in the data active = inhibition above about 11%
# CDK5 inh = inhibitors of human CDK5/p35 kinase, primary screen, biochemical, single concentration; Recombinant CDK5/p35, ADP-Glo luminescence, 60 min; Cyclin-dependent kinase 5 (Homo sapiens) + Cyclin-dependent kinase 5 activator 1 (Homo …; hit rate 0.01% among 330,000; AID 488839, 2010; inhibition, % at 10 µM;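 active = highest replicate inhibition of at least 50% and at least 75% of replicates reaching 50%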;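 also: plate controls were DMSO neutral control for no effect and GW8510 at 10 µM for full effect; many of its hits are not listed in these tables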
# Mot1-301 SUMO = yeast Mot1-301 growth rescue at high temperature, primary screen, SUMOylation pathway inhibitor project, S. cerevisiae, ATP luminescence, 38.5C. growth rescue, % at 18.8 µM. S. cerevisiae Mot1-301 growth rescue; percent above DMSO median, 100 means doubled. hit rate 1% among 320,000;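 active = every valid replicate shows activation above 250% relative to neutral control wells; inactive = the rest, any valid replicate at or below 250%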;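 also: OY570 slx delta 5 strain wells were the positive control but not used for scaling; some compounds called inactive have numbers as strong as hits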
# DAGLB inhibitor = DAGLB lipase inhibitors, primary screen, biochemical, fluorescence, HTS | Diacylglycerol lipase-beta (Homo sapiens), Q8NCG7 | HEK293T DAGLB membrane lysate, EnzChek fluorogenic substrate | inhibition, % at 5.17 µM | hit rate 0.059% among 340,000; in the data active = inhibition above about 34%;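 also: 0% = enzyme with vehicle and 100% = wells lacking enzyme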
# Target sequence (Q8NCG7 whole entry, looked up): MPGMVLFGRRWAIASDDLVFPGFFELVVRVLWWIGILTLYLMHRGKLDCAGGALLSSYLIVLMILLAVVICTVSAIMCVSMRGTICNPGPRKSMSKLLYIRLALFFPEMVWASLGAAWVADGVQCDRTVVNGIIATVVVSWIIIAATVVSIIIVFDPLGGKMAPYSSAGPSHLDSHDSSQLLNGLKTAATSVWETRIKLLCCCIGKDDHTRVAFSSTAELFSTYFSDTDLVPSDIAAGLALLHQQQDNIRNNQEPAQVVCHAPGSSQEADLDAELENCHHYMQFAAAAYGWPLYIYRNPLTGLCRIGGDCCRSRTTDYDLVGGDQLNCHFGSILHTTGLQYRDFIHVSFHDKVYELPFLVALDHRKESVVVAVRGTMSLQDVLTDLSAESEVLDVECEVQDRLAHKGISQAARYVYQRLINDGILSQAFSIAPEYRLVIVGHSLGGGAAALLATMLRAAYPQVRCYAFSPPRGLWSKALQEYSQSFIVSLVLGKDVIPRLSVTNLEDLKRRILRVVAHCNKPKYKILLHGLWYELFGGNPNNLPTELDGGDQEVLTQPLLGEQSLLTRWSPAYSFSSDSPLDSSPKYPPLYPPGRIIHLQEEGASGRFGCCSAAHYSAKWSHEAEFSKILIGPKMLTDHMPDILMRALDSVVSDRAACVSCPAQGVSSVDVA
# PKA-R1A activ = activators of PKA-R1A holoenzyme, primary screen, biochemical, fluorescence polarization, Cy5-IP20, bovine R1A, mouse PKAc | PKA-R1A dissociation; scaled: DMSO 0%, 113 µM cGMP 100% | cAMP-dependent protein kinase type I-alpha regulatory subunit (Bos taurus) + … | hit rate 0.083% among 340,000 | activation, % at 11.4 µM | AID 504707, 2011;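 active = percent activation above the mean of all tested compounds plus 3 SD, cut at about 19% in these data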;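 also: higher means more PKAc released from R1A so a rise in polarization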
# HTR5A ag ctr = HTR5A agonists in luminescence cell assay, primary screen, counter-screen for OPRM1-OPRD1 heterodimer agonist project, full-deck HTS; 5-hydroxytryptamine receptor 5A (Homo sapiens), P47898; cell-based; activation, % at 9.3 µM; hit rate 0.61% among 340,000; AID 504692, 2011; in the data active = activation mostly above about 9.5%, no sharp cut-off; inactive = mostly below about 7.6%;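 also: 0% = cells with vehicle only and 100% = reference agonist; strong numbers were not always called active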
# Ecoli viability = E. coli V3065 growth inhibition, primary screen, counter-screen for AddAB inhibitor project, absorbance, OD600; 18 h; inhibition, % at 11.9 µM; hit rate 0.27% among 330,000;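 active = inhibition above the campaign's mean inhibition across all tested compounds plus 3 SD, cut at about 9.9% in these data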;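 also: uninfected addAB+ strain grown without phage in ampicillin broth; 0% = DMSO wells and 100% = ciprofloxacin 0.95 µg/ml wells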
# Tat transport = E. coli Tat export inhibitors, primary screen, MC4100, TorA-mCherry reporter, fluorescence, single point | hit rate 0.036% among 340,000 | inhibition, % at 10 µM | AID 488895, 2010;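 active = mean replicate inhibition at least 50% and at least half of replicates individually reaching 50%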;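 also: exported cargo escapes ClpAP degradation while cytoplasmic cargo is degraded and loses fluorescence; 0% = median of neutral control wells and 100% = median of NaSCN control wells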
# * hit, by the source's call; . = not tested or not shown.
mol,HTR5A inv ag,AddAB inh,PKA-R2B activ,phage Ecoli inh,CDK5 inh,Mot1-301 SUMO,DAGLB inhibitor,PKA-R1A activ,HTR5A ag ctr,Ecoli viability,Tat transport
Cc1ccc(-n2c(SCC(=O)Nc3ccc4c(c3)OCO4)nnc2-c2ccccn2)cc1,-22,-0.3,1,2.8,-0.1,-4,-1,-2,-1,0.3,3
O=C(NCCc1c[nH]c2ccccc12)c1ccc(S(=O)(=O)NCc2ccco2)cc1,-12,2.0,-7,3.9,-0.7,11,3,0,5,0.7,-6
CC(Oc1ccc2c3c(c(=O)oc2c1)CCC3)C(=O)N[C@@H](Cc1ccccc1)C(=O)O (stereo partly specified),6,3.7,-2,1.3,-1.0,42,1,6,-4,0.0,-7
COc1cc(/C=C/C(=O)O)cc(S(=O)(=O)N2CCc3ccccc3C2)c1OC,7,3.3,7,4.1,0.3,-8,-1,-5,-3,2.5,-11
Cc1ccc(OCC(=O)NNC(=O)C2CCCO2)c(C)c1 (stereo unspecified),28,0.3,12,3.7,0.8,-6,2,6,3,-1.0,0
c1ccc(-c2nc3ccccc3o2)nc1,2,1.3,2,3.0,0.9,-25,-1,7,-3,2.5,-5
CC1=C(NCCc2ccccc2)CCC1=O,16,4.5,6,2.5,-0.7,-12,0,-2,6,1.7,-4
C/C(=N\Nc1ccc(Cl)c(Cl)c1)c1ccc(-n2ccnc2)cc1,-16,1.7,3,-1.1,0.4,100,5,0,4,0.9,4
Cc1ccc(-n2c(SCC(=O)Nc3cccc(S(N)(=O)=O)c3)nc3ccccc32)cc1,0,-0.6,-6,2.3,-0.6,.,-1,-17,11,-0.4,-4
Cc1nccn1CC(=O)N/N=C/c1ccccc1O,-19,-2.0,-7,-0.2,6.3,9,1,-10,5,-2.2,-1
COc1ccc(-c2nnc(SCC(=O)N3CCCc4ccccc43)o2)cc1OC,-3,2.4,-2,3.4,1.8,-9,-5,-8,1,-3.0,0
CCCCn1c(N)c(N(CC)C(=O)c2cc(CC)c(C)s2)c(=O)[nH]c1=O,1,0.2,2,1.9,3.7,214,-1,7,0,2.2,-2
CN(c1ccccc1)C(c1ccc(F)cc1)c1nnnn1CC1CCCO1 (stereo unspecified),-17,-0.2,-11,0.6,2.3,14,-3,-7,0,2.2,4
CCCCN(CCCC)CCNC(=O)c1cn(CC)c2ccc(S(=O)(=O)N3CCCC3)cc2c1=O,-14,3.5,-3,-3.0,1.0,-21,4,-5,3,-4.1,-7
CC1=C(C/C=C(\C)CCCC(C)CCCC(C)CCCC(C)C)C(=O)c2ccccc2C1=O (stereo unspecified),-17,0.6,-3,99*,-0.1,4,-3,-9,5,-3.3,-2
CCn1c(=O)c(C(=O)CN2CC(C)OC(C)C2)c(N)n(Cc2ccccc2)c1=O (stereo unspecified),-12,-3.9,-4,4.1,-0.9,-15,0,9,-1,-2.0,-2
CC(C)N(C(=O)[C@H]1CC(CC(=O)NCC23CC4CC(CC(C4)C2)C3)C(=O)N2CCc3c([nH]c4ccccc34)[C@]12C)C(C)C (stereo partly specified),3,3.7,-3,0.5,0.4,.,-2,-9,-1,-1.1,23
O=C(NCCc1ccccc1)C1CCCN(S(=O)(=O)c2cnc[nH]2)C1 (stereo unspecified),-10,1.6,-2,2.7,-4.2,2,2,-7,3,-3.9,11
Cc1ccc(NC(=O)N(Cc2nc3ccccc3c(=O)[nH]2)Cc2cccs2)cc1,12,1.3,3,0.4,0.3,-6,-2,-4,-4,-1.1,-10
Cc1ccc(N=Nc2cc(C)ccc2O)c(C)c1,-11,.,-5,0.8,-0.1,-3,0,-9,3,.,-10
CCCCNC(=O)CCNS(=O)(=O)c1ccc(Br)cc1,-4,1.4,-11,0.7,0.4,5,1,-8,2,2.4,-7
COc1ccc(Cl)cc1NS(=O)(=O)c1cccc(C(=O)N2CC(C)OC(C)C2)c1 (stereo unspecified),1,1.6,9,1.9,-0.2,0,-2,4,0,0.2,-3
COC(=O)C(Oc1ccc2c(-c3ccc(OC)cc3)cc(=O)oc2c1)c1ccccc1 (stereo unspecified),-5,0.4,2,5.5,0.7,.,-4,-6,2,3.2,1
CC(C)(C)OC(=O)N[C@@H](Cc1ccccc1)C(=O)N[C@@H](CO)[C@H](O)[C@@H]1C[C@@H]1C(=O)NC1CCCCC1,-16,0.1,5,2.2,-1.2,-20,-2,3,-2,-0.9,-3
CCn1c(=O)n(CC)c2cc(N3CCCC3)c(NC(=O)c3cccc(OC)c3)cc21,-5,1.2,7,1.1,2.2,-8,-1,-4,1,-2.1,-1
O=C(NCCCn1ccnc1)c1ccc2nccnc2c1,4,3.1,-3,3.7,-4.1,11,2,0,-2,0.9,9
CCOC(=O)CSc1nc2ccc(S(=O)(=O)N3CCOCC3)cc2[nH]1,8,1.8,4,2.4,0.2,-15,-2,-4,6,0.9,3
Cc1noc(C)c1NC(=O)Nc1ccc2c(c1)C(=O)N([C@@H](C)CO)C[C@@H](C)[C@@H](CN(C)Cc1ccc3c(c1)OCO3)O2,25,3.9,8,1.2,-0.2,11,-1,-1,-7,-1.4,-6
CC(C)OP(=O)(OC(C)C)C(NC(=O)c1ccc(Br)cc1)c1ccccc1 (stereo unspecified),18,0.6,-3,0.6,0.6,-8,-2,7,-1,0.2,9
COC(=O)c1ccc(CNC(=O)COC(=O)/C=C/c2ccc(O)c(OC)c2)cc1,-1,-1.8,-7,1.0,-0.5,2,-2,2,0,-0.5,4
CN(C)c1ccc(S(=O)(=O)NCC(=O)OCC(=O)NC(=O)C2CCCCC2)cc1[N+](=O)[O-],-2,-1.9,-13,-1.7,-0.8,-8,-1,-13,-3,-0.8,7
CC1N(C(=O)N2CCOCC2)CCN1S(=O)(=O)c1ccc(Cl)cc1 (stereo unspecified),-4,1.1,-9,0.8,-2.8,-2,1,4,1,-0.3,1
CCn1cc(SCC(N)=O)c2ccccc21,-8,-0.8,6,2.1,-2.5,-2,0,-1,7,0.4,6
CCOc1cc(CNC(C)(C)C)ccc1OCC(=O)Nc1cccc(C(F)(F)F)c1,3,4.4,-9,0.3,-1.4,-15,-4,3,1,1.5,3
COc1ccccc1-n1cc(-c2ccc(Br)cc2)[nH]c1=S,4,-2.7,6,-2.2,2.9,0,1,2,-1,-1.1,-5
CC1(C)OC(C(O)(c2ccccc2)c2ccccc2)[C@@H](C(O)(c2ccccc2)c2ccccc2)O1 (stereo partly specified),-11,2.4,0,1.4,0.5,23,-1,6,-3,-1.5,-11
O=C(CSc1nncn1-c1ccccc1)NCc1cccs1,-27,6.2,-9,4.2,0.3,-4,-1,-13,-4,1.7,0
CC(C)(C)NC(=O)C(Cc1ccccc1)NS(=O)(=O)c1cccc2nsnc12 (stereo unspecified),-28,0.9,3,1.1,0.2,-9,-1,-7,3,-1.6,3
Cc1ccc2cccc(O)c2[n+]1[O-],15,-0.1,-14,-0.9,-0.5,-9,1,6,2,-3.8,-3
Cc1[nH]nc(-c2cccnc2)c1N=NN(C)C,7,.,-2,99*,-1.3,.,0,4,-2,.,142*
Cc1ccc(N2CC(C(=O)Nc3ccc(S(=O)(=O)N4CCOCC4)cc3)CC2=O)cc1 (stereo unspecified),-2,1.1,-3,0.0,-0.9,490,1,-2,-4,1.6,-9
CCCCCn1c(CN2CCN(c3cccc(Cl)c3)CC2)nc2c1c(=O)n(C)c(=O)n2C,-11,0.4,0,-1.5,0.5,-25,-5,-4,-1,-1.8,24
CC1(C(=O)OCC(=O)NNC(=O)COc2ccc(Cl)cc2)CC1(Cl)Cl (stereo unspecified),9,-0.5,-5,-0.8,2.1,-19,4,-2,-6,-2.1,-1
Cc1cc(C(=O)COC(=O)c2ccc[nH]c2=O)c(C)n1-c1ccccc1,-11,2.2,-8,3.0,-6.7,-7,-2,-19,1,-0.1,5
COc1ccc(/C=C/C(=O)c2ccc3c(c2)OCCO3)cc1[N+](=O)[O-],-17,1.1,-12,2.9,0.7,1,-2,-15,6,2.9,17
CC(=O)NC(c1cc(Cl)c2cccnc2c1O)C1CC1 (stereo unspecified),11,-0.5,1,6.4,-0.2,-14,4,-10,-15,2.9,0
Nc1nnc(-c2ccccc2)s1,-7,1.9,-8,4.0,-1.5,-25,-3,7,-6,-0.1,-4
CCOc1ccccc1N(CC(=O)NCC1CCCO1)C(=O)CNS(=O)(=O)c1ccccc1 (stereo unspecified),-2,0.5,-2,1.5,0.4,5,-3,1,1,-1.6,-11
O=C1CCCN1CCCNc1ccc(S(=O)(=O)N2CCCCC2)cn1,-11,-0.2,-15,1.2,0.7,-13,3,-7,3,-2.7,33
COC(=O)C1=C(O)/C(=C\c2ccc(CNS(=O)(=O)c3ccccc3)o2)N=C1C,21,0.3,2,1.1,-0.9,-8,3,-4,1,-0.7,-7
C#CCN1c2ccccc2Sc2cccnc21,0,1.1,-3,3.1,2.3,4,-7,-3,0,0.2,-9
C=CCN1C(=O)c2ccc(C(=O)N3CCC(C(=O)OCC)CC3)cc2C1=O,-6,.,-4,3.8,-1.2,.,2,-10,-2,.,1
CCOc1ccccc1N1CC(C(=O)NNC(=O)c2cc(OC)c(OC)c(OC)c2)CC1=O (stereo unspecified),8,-1.1,14,0.6,-1.2,37,0,6,-3,0.9,3
O=C(CSc1nnc(-c2cccnc2)n1CCc1ccccc1)N1CCCCC1,-6,2.2,-11,-1.4,-1.3,2,1,-6,2,1.0,-1
CC(=O)Nc1cccc(NC(=O)CCCC(=O)O)c1,-3,1.2,4,2.0,1.1,10,0,-5,1,0.1,3
O=C(COc1ccc(Br)cc1)Nc1ccc(-c2nnc(-c3ccco3)o2)cc1,-24,0.8,7,-0.8,1.0,-17,3,-13,-1,-2.0,-4
CCOC(=O)CNC(=O)c1sc2ncnc(N3CCc4ccccc4C3)c2c1C,6,-2.6,0,.,-3.7,20,1,-8,2,-2.6,2
CC12CCC(C/C1=N/O)C2(C)CBr (stereo unspecified),9,0.3,0,-1.0,1.9,39,-1,4,-2,0.7,-1
Cc1ccc2c(c1)cc(C(=O)NCc1ccccc1)n2C,5,3.2,0,-0.9,0.5,23,-1,-6,-1,-2.5,14
Cc1ccc(C(=O)NC2CCCCNC2=O)cc1 (stereo unspecified),-13,3.4,7,3.0,0.4,5,-2,6,-1,-1.0,0

# Bioassay records as filed in PubChem BioAssay.
